# Screening data deposited in PubChem by National Center for Advancing Translational Sciences (NCATS).
# BRCA1 expr up: activators of BRCA1 expression | MCF7-BRCA1-FFLuc reporter, luminescence, 48 h; response scale: scaled: vehicle 0%, 10 µM genistein 100% | Potency, µM (series often up to 46.1 µM), for the others: at the highest dose activation, actives largely listed as activators | 380,000 tested, 1.1% active | AID 624202; also: potency is read from the fitted curve at half-maximal effect; nearly all actives have a fitted effect of over 80% in size; some results filed as inactive show a strong effect at the top dose
#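 First, MCF7-BRCA1-FFLuc cells (2000/well) attach for 2 h; next, compounds are pin-added and incubated 48 h at 37 °C; finally, luciferase reagent is added and luminescence read after 15 min.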
# B2AR arrestin: beta2AR (human) beta-arrestin recruitment activity. AID 492947. Potency, µM (titrated, usually from 46.1 µM), without a hit: top-dose activation, most hits filed as activators. P07550. 330,000 tested, 0.02% active. beta-arrestin recruitment to beta2AR, cell-based reporter;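 also: potency is read from the fitted curve at half-maximal effect; 0% = DMSO controls and full agonism = EC100 isoproterenol or metaproterenol; nearly all actives have a fitted effect of over 65% in size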
# TSG101-PTAP inh: blocks PTAP/TSG101 interaction to inhibit HIV-1 budding; Q99816; AID 493005; 340,000 tested, under 10 active; Potency, µM (series often up to 115 µM), for the others: at the highest dose activity change, negative = inhibition, most hits filed as inhibitors; Fluorescence polarization, FITC-PTAP peptide / Tsg101 binding; active = well fitted inhibition curve with a large enough effect in the main read-out, with a control signal flat, not every such curve was filed as active; inconclusive = small, poorly fitted or top-dose-only effect, or effect the other way, or a change in a side signal; inactive = no such curve, though single readings can be large or run the other way; also: potency is read from the fitted curve at half-maximal effect; % of control where 0% means no effect
#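 Tsg101 binding domain (10 uM final) was mixed with compound and a FITC-labeled PTAP peptide (50 nM final) in HEPES pH 7.5 buffer with NaCl, Tween 20, EDTA and TCEP; fluorescence polarization was read after 20 min at r.t.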
# ELG1 genotoxic: genotoxicity induction in ELG1-luciferase HEK293T cells | Potency, µM (highest dose often 46 µM), inactives show at the highest dose activity change, positive = activation, usual class: activators | HEK293T ELG1-luciferase reporter, luminescence, 16 h | 330,000 tested, 1.3% active; also: potency is read from the fitted curve at half-maximal effect; % of control where 0% means no effect; nearly all actives have a fitted effect of over 60% in size
#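 ELG1-luciferase HEK293T cells, 2,000/well; compound pinned in; 16 hr, 37 °C, 5% CO2; ONE-Glo, 30 min RT; luminescence on CCD imager.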
# USP2a block: USP2a (human) protease inhibition. O75604. USP2 core, Ub-CHOP2 coupled fluorogenic reporter, 485/531. 330,000 tested, 0.01% active. Potency, µM (series often up to 38.3 µM), for the others: at the top dose activity change, negative = inhibition, actives largely listed as inhibitors;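 also: potency is read from the fitted curve at half-maximal effect; plate controls were DMSO wells for no effect and full inhibition by NEM control for full effect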
#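 Deubiquitinase activity read as fluorescence (485/531 nm) after Ub-CHOP2 cleavage activates the enterokinase reporter on its substrate; USP2 core 10nM, Ub-CHOP2 and substrate 25nM each, 30min compound preincubation then 60min RT; data normalized to NEM, curves fitted.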
# p53 reactivator: restores transcriptional activity of mutant p53; 320,000 tested, 0.063% active; H1299 p53-A138V BP100-luciferase reporter, luminescence, 24 h; AID 504706; Potency, µM (highest dose often 92.2 µM), without a hit: at the highest dose activity change, positive = activation, hits mostly activators; also: potency is read from the fitted curve at half-maximal effect; % of control where 0% means no effect; nearly all actives have a fitted effect of over 45% in size
#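 p53-null H1299 cells stably carrying temperature-sensitive p53-A138V and a BP100-luciferase reporter were pinned with compounds (4-point, 1:5 series) and held 24 hrs at 37 deg C. Luminescence was read 10 min after detection reagent.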
# TRPV1 ag: agonists of human vanilloid receptor 1 (TRPV1); TRPV1-expressing cells, Fluo-8 calcium influx, agonist mode; activation, % at 8.33 µM; 320,000 tested, 0.19% active; in the data active = activation above about 80%; inconclusive = between about 30% and that limit; also: 0% is about no effect
# Target sequence (Q8NER1 whole entry, looked up): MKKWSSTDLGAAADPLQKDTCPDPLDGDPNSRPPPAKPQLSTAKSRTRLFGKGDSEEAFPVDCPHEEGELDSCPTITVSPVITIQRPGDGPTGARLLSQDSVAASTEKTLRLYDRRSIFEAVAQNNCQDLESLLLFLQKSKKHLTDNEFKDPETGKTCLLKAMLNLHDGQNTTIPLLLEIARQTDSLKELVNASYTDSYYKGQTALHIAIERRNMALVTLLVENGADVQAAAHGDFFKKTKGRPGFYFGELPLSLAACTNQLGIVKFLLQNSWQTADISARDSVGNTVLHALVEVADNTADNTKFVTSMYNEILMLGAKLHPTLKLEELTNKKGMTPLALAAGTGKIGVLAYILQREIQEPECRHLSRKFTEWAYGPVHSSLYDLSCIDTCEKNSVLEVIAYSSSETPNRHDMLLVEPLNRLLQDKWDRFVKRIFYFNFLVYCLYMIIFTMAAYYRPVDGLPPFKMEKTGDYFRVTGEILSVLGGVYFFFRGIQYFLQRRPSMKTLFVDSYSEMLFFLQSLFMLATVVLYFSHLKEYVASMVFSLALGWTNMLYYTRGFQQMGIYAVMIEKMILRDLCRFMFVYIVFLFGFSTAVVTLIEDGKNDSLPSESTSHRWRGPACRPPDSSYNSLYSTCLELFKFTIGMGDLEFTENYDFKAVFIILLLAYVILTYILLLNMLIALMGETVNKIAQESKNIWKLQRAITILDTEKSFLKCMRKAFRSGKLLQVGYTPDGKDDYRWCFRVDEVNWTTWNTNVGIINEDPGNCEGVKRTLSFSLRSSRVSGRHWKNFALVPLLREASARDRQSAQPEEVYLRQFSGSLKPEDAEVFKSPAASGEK
#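 Cells expressing TRPV1 were dye-loaded with Fluo-8 and read kinetically: 10 s baseline, 3 min after compound (agonist portion), then 2 min after EC20 capsaicin (allosteric enhancer portion). Calcium-bound dye fluorescence at 480/520 nm.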
# a7 integrin act: integrin-mediated muscular dystrophy alleviation activation. 350,000 tested, 0.064% active. AID 624291. alpha7betagal myoblasts, beta-gal FDG fluorescence, 48 h. Potency, µM (series often up to 38.3 µM), for the others: top-dose activation, usual class: activators;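 also: potency is read from the fitted curve at half-maximal effect; 100% = response of the positive control SU9516; nearly all actives have a fitted effect of over 60% in size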
#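 Alpha7betagal+/- myoblasts (passage 13) were plated 16-24 hr, then exposed to compounds (1:260 dilution of DMSO stock) for 48 hours at 37C. After MPER lysis, β-galactosidase reporter activity was read as FDG fluorescence (ex 480/em 540) after 30 minutes.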
# uPA generation: inhibitors of cell surface uPA generation; cell surface uPA generation assay, qHTS; Potency, µM (doses to about 38.3 µM), inactives show at the highest dose activity change, negative = inhibition, most hits filed as inhibitors; 330,000 tested, 0.31% active; active = well fitted inhibition curve with a large enough effect; inconclusive = small, poorly fitted or top-dose-only effect; inactive = no such curve, though single readings can be large or run the other way; tested in mouse RAW 264.7 cells; also: potency is read from the fitted curve at half-maximal effect; % is scaled to controls: 0 for no effect and ±100 for the full control effect; nearly all actives have a fitted effect of over 55% in size
# Eya2 phos inh: Eya2 (human) phosphatase inhibition; 330,000 tested, 0.006% active; AID 488837; O00167; Potency, µM (top dose mostly 76.9 µM), inactives show at the highest dose activity, negative = inhibition, most hits filed as inhibitors; recombinant Eya2, OMFP fluorescence dephosphorylation (OMFP is methylfluorescein phosphate); also: potency is read from the fitted curve at half-maximal effect; % is scaled to controls: 0 for no effect and ±100 for the full control effect
#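 Eya2 (0.2 uM) preincubated 10 min at ambient with compound, then OMFP substrate added at 50 uM; 10 min reaction in 50 mM HEPES pH 7.5, 50 mM NaCl, 5 uM MgCl2, 0.05% BSA, 1 mM DTT. Fluorescence read at Ex 485/Em 525 nm.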
# S-ASM inh: human S-ASM enzyme inhibition. placental ASM, HMU-PC fluorogenic substrate, 60 min. Potency, µM (highest dose often 57.5 µM), without a hit: at the top dose activity change, negative = inhibition, usual class: inhibitors. 340,000 tested, 0.006% active. AID 504937; also: potency is read from the fitted curve at half-maximal effect
#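 Fluorogenic HMU-PC substrate (9 uM final) is turned over by placental ASM in 60 min at 37 C after a 10 min compound preincubation. Reaction ended by alkaline stop (pH 10), with fluorescence read at 386/447 nm.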
# * = called active by the depositor; u = inconclusive; x = no result given; [ ] = remark or other dose. Unless noted, calls follow the shape of the dose curve; as a rule, active = well fitted curve in the direction sought with a large enough effect; inconclusive = small, poorly fitted or top-dose-only effect, or another doubt; inactive = no such curve, though single readings can be large; an effect the other way counts as inactive or inconclusive.
SMILES,BRCA1 expr up,B2AR arrestin,TSG101-PTAP inh,ELG1 genotoxic,USP2a block,p53 reactivator,TRPV1 ag,a7 integrin act,uPA generation,Eya2 phos inh,S-ASM inh
Cc1nn(CC(=O)OCC(=O)Nc2cccc(S(N)(=O)=O)c2)c(C)c1[N+](=O)[O-],-4%,-1.6%,-8%,4%,1%,5%,x,30%,-9%,-22%,2%
CCOc1cc(C)nc(N2CCC(C(=O)Nc3ccccc3OCC)CC2)n1,-16%,-0.2%,-7%,-11%,2%,-13%,1,-9%,2%,2%,-1%
Cc1ccc(C(=O)c2ccccc2C(=O)O)c(O)c1,1%,-0.7%,-6%,2%,7%,-13%,x,17%,-3%,6%,1%
O=C(O)C1C2CCC(C2)C1C(=O)Nc1ccc(Cl)c(Cl)c1 (configuration not stated),-3%,x,0%,x,x,x,x,0%,-6%,x,-1%
COc1ccc2nc(N3CCCC(C(=O)NCCCN4CCN(C)CC4)C3)sc2c1 (configuration not stated),45%,-0.3%,-6%,14%,1%,6%,-3,-8%,-3%,-32%,3%
CCC(C)NC(=O)CSc1nnc(-c2cc(-c3cccs3)nc3ccccc23)o1 (configuration not stated),-26%,-0.8%,-1%,-12%,-2%,-9%,-3,-6%,-5%,-13%,289%[activator]
CCCc1cc(=O)oc2cc(C)c(CN3CCCC3)c(O)c12,2%,-0.5%,-7%,-14%,u,2%,-3,1%,-3%,5%,-1%
COC(=O)c1c(-c2ccc(OC)cc2)sc2ccccc12,x,2.5%,x,10%,-9%,5%,23,x,x,-14%,x
Cc1ccc(-n2c(-c3ccccc3)n[nH]c2=S)cc1,10%,0.5%,1%,-1%,1%,0%,-2,8%,-3%,-10%,-3%
Nc1cccc2cccc([N+](=O)[O-])c12,-19%,x,-4%,x,x,x,x,9%,-4%,x,-3%
C/C(N)=N\S(=O)(=O)c1ccc(Cl)cc1,0%,-0.3%,-10%,2%,-1%,14%,0,5%,-12%,20%,6%
CCNC(=S)N1CCN(C(=O)C(Cc2ccccc2)NC(C)=O)CC1 (configuration not stated),-1%,-0.2%,-2%,11%,-1%,11%,-2,-15%,-8%,5%,-1%
O=C(Nc1ccccc1C(F)(F)F)c1cc(-c2ccccc2O)on1,96%,0.3%,-2%,17%,0%,u,-3,3%,x,-5%,4%
COc1ccc(C(=O)N(Cc2ccccc2)c2cccc(C)c2)cc1,29%,0.3%,-4%,15µM*,0%,2%,10,-15%,-5%,12%,-9%
O=C1CC(Cc2ccc(Br)cc2)C(=O)N1c1ccccc1 (configuration not stated),18%,-0.2%,-7%,1%,0%,-5%,5,u,-5%,6%,0%
O=S(=O)(CCc1nc2ccccc2[nH]1)c1ccc(Br)cc1,-26%,-0.6%,-3%,-2%,-1%,6%,7,-35%,-4%,1%,0%
O=C(Nc1ccccc1C(=O)NCc1cccnc1)c1ccco1,-2%,-0.8%,-7%,2%,-2%,-7%,-1,-32%,-2%,7%,-1%
CCn1c(CNC(=O)c2ccco2)nnc1SCC(=O)c1ccccc1,-7%,-0.6%,-4%,0%,0%,1%,-2,4%,15%,-11%,2%
COc1ccc(-c2nnc(SCC(=O)Nc3cc(S(=O)(=O)N4CCCCC4)ccc3Cl)n2N)cc1,-4%,-2.7%,-1%,-2%,-6%,-7%,-2,-23%,1%,-9%,-1%
CCn1c(SCC(=O)NC(=O)Nc2ccc3c(c2)OCCO3)nnc1-c1cccs1,60%,0.5%,-7%,13%,0%,15%,0,-25%,-6%,0%[15.4 µM],-3%
CC(=O)c1cc(-c2ccc(F)cc2)n(CCC(=O)Nc2cccc(C)n2)c1C,-8%,0.1%,0%,-13%,3%,2%,23,4%,-1%,1%,-1%
Cc1ccc(S(=O)(=O)N(C)c2ccc(OC(=O)c3ccc(=O)[nH]c3)cc2)cc1,-7%,-0.9%,-3%,-8%,0%,-3%,u,-11%,0%,-27%,-1%
C/C(=N\NC(=S)NC(C)C)c1ccc(Cl)c([N+](=O)[O-])c1,-31%,u,-1%,0%,-8%,0%,15,-22%,u,6%,6%
Cc1nn(C)cc1NC(=O)CCSc1nc(-c2ccco2)cc(C(F)(F)F)n1,-20%,-0.4%,-5%,-13%,2%,-10%,u,-11%,4%,-20%,0%
COC(=O)c1sc(N2CCCCC2)c(C#N)c1N,31%,3.8%,-3%,7%,-2%,1%,0,-30%[inhibitor],-15%,-1%,-1%

# Next part
SMILES,BRCA1 expr up,B2AR arrestin,TSG101-PTAP inh,ELG1 genotoxic,USP2a block,p53 reactivator,TRPV1 ag,a7 integrin act,uPA generation,Eya2 phos inh,S-ASM inh
C=CCNc1nc(Nc2ccc(Cl)cc2)nc(OC)n1,93%,0.1%,1%,11%,0%,10%,-7,-3%,-3%,-1%,-1%
COc1ccc(C(=O)NCCN2CCOCC2)cc1[N+](=O)[O-],-4%,0.5%,1%,-3%,1%,18%,2,7%,-2%,-4%,-1%
CCOC(=O)c1cccnc1SCC(=O)NCc1ccccc1,1%,0.0%,-5%,-6%,-4%,0%,1,-2%,x,15%,3%
CCOC(=O)C1CCCN(Cc2ccccc2F)C1 (configuration not stated),-1%,-0.7%,x,1%,1%,2%,-1,4%,3%,4%,-1%
S=c1nc(Cc2ccc(Cl)cc2)[nH]c2ccccc12,-15%,0.2%,-1%,4%,4%,0%,1,10%,2%,7%,1%
CC(C)(C)c1ccc(S(=O)(=O)N2CCSC2)cc1,2%,-0.8%,0%,0%,2%,u,10,-17%,2%,1%,1%
C=CCC1(NC(C)c2ccccc2)CCCCC1 (configuration not stated),-17%,-0.6%,-2%,1%,8%,-7%,6,17%,9%,-1%,9%
Cc1ccc(-c2csc3nc4ccc(C(=O)NCCO)cc4c(=O)n23)cc1,0%,0.1%,4%,-4%,2%,1%,u,19%,-5%,-5%,x
c1ccc(-n2cnc3ccccc32)cc1,u,-0.2%,-6%,-13%,1%,0%,4,-2%,2%,-1%,5%
CCOC(=O)N1CCN(c2ncnc3c2[nH]c2ccc(F)cc23)CC1,-53%,0.3%,-3%,-14%,-2%,-21%,17,-60%[inhibitor],-12%,1%,1%
O=C1CN(c2ccccc2F)C(=O)CN1c1ccccc1F,4%,-0.2%,-7%,0%,1%,5%,3,3%,-1%,-40%,0%
CCc1ccccc1NC(=O)CSc1nc2ccccc2n1CC(=O)N(C)C,-11%,0.1%,-6%,6%,0%,-7%,3,-11%,-15%,12%,1%
Nc1nc(SCc2ccc(Cl)cc2Cl)nc2nc3c(cc12)CCCC3,-56%,0.1%,-6%,u,5%,-28%,-8,7%,0%,-6%,3%
O=C(Cn1cnc([N+](=O)[O-])c1)Nc1ccc(F)c(Cl)c1,7%,-0.4%,-3%,-8%,3%,6%,-1,-15%,1%,-8%,-3%
CC(=O)c1sc(NC(=O)c2ccc3c(c2)OCO3)nc1C,2.5µM*,-0.5%,-7%,10µM*,5%,27%,17,-9%,-8%,-2%,1%
Cc1ccc(-c2cc(C(F)F)n3ncc(C(=O)N4CCN(c5cccc(C)c5C)CC4)c3n2)cc1,-17%,x,0%,x,x,x,26,21%,-5%,x,-7%
Nc1ccc(-c2nc3cc([N+](=O)[O-])ccc3o2)cc1,u,-0.5%,1%,15%,5%,16%,2,u,u,5%,214%[activator]
CN(Cc1ccccc1)C(=O)c1cccc(NC(=O)Cc2ccc(NC(=O)C3CCN(C(=O)C4CC4)CC3)cc2)c1,6%,x,-4%,x,x,x,x,-32%,11%,x,-2%
CCC1(C)Cc2c(sc3c2c2ncnn2c2nnc(SCC(=O)NCc4ccco4)n32)CO1 (configuration not stated),-75%,0.0%,-4%,4%,2%,-1%,-1,-25%,-11%,1%,-9%
COCCN1CCC(CO)C1 (configuration not stated),1%,x,-1%,x,x,x,x,15%,1%,x,11%
Cc1ccccc1CN(c1ccc(C(=O)N/N=C/c2ccc(OCC(N)=O)cc2)cc1)S(C)(=O)=O,-9%,0.0%,-2%,-1%,10%,17%,1,-6%,-3%,9%,-7%
O=C(COC(=O)c1ccc(Cl)nc1)Nc1ncc(Cl)cc1Cl,53%,0.2%,-2%,u,1%,21%,-2,9%,14%,11%,0%
Cn1c(=O)oc2cc(S(=O)(=O)N3CCN(Cc4ccc5c(c4)OCO5)CC3)ccc21,2%[1.84 µM],-0.8%,-6%,-2%,3%,4%,2,-17%,1%,5%,1%
